MBNL1 CUG block: MBNL1-poly(CUG) RNA binding inhibition | Q9NR56 | TR-FRET MBNL1-His/biotin-(CUG)12 binding, 665/545 ratio | Potency, µM (series often up to 57.5 µM), inactives show at the highest dose activity change, negative = inhibition, hits mostly inhibitors | hit rate 0.036% among 280,000 | AID 2675; active means well fitted inhibition curve with a large enough effect in the signal ratio, with a control signal flat, not every such curve was filed as active; inconclusive means small, poorly fitted or top-dose-only effect, or effect the other way, or a change in a side signal; inactive means no such curve, though single readings can be large or run the other way; the % refers to the signal ratio; further: potency means the concentration at half of the fitted maximal effect; on the % scale 0 is the no-effect control and ±100 the full control effect
Target sequence (Q9NR56 whole entry, looked up): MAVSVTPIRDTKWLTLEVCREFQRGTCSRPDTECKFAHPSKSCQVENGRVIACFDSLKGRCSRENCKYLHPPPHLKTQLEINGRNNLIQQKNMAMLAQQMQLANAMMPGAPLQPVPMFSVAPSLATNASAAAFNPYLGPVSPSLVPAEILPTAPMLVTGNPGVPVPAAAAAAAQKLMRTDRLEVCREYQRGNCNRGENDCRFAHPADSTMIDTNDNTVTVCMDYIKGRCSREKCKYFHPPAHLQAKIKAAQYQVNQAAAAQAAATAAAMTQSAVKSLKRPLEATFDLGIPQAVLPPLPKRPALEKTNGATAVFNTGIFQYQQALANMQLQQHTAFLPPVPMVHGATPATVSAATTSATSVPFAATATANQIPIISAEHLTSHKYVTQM
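Compounds (final 92 nM to 58 uM) are added to His-tagged MBNL1 and biotin-(CUG)12, then terbium anti-His antibody and streptavidin-XL665 (5 nM final). After 60 min at room temperature, the 665/545 nm ratio is read.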
GALK inh: inhibitors of human galactokinase; P51570; Potency, µM (titrated, usually from 57.5 µM), without a hit: at the highest dose activity change, negative = inhibition, most hits filed as inhibitors; Purified GALK, Kinase-Glo residual ATP luminescence; hit rate 0.007% among 270,000; further: potency means the concentration at half of the fitted maximal effect; on the % scale 0 is the no-effect control and ±100 the full control effect
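GALK at 5 nM final was combined with compound, 35 uM ATP and 100 uM galactose in HEPES pH8.0 with MgCl2 and DTT. The reaction ran one hour at room temperature before luminescent ATP detection.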
AT treatment: potential ataxia-telangiectasia treatment. […] A-T fibroblasts, KAP-1 phosphorylation AlphaLISA; neocarzinostatin DNA damage 30 min before lysis. Potency, µM (top dose mostly 57.5 µM), for inactives: top-dose activation, actives largely listed as activators. hit rate 0.19% among 320,000; further: potency means the concentration at half of the fitted maximal effect; % of control where 0% means no effect; nearly all actives have a fitted effect of over 45% in size
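ATM-like activity read as KAP-1 phosphorylation via AlphaLISA donor/acceptor antibody pairs after lysis and 6 hr at 25C. Cells were ATM-null patient fibroblasts ([…], hTERT), dosed 60 min, then exposed to the DSB inducer NCS for 30 min.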
KCNH2 WT inh: blocks the wildtype human KCNH2 potassium channel; AID 720551; hit rate 0.37% among 340,000; activity change, % at 1.84 µM; Q12809; U2OS, BacMam KCNH2, thallium flux FluxOr; stronger effect = lower value;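 active means maximum activity change below -70%; inconclusive means maximum activity change between -70% and -50%; inactive means maximum activity change above -50%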; further: on the % scale 0 is the no-effect control and ±100 the full control effect
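U2OS cells transduced with wild-type KCNH2 virus are loaded with FluxOr dye for 45 min, and thallium flux is measured in kinetic reads before and after stimulation buffer. Rate constants are normalized to DMSO controls.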
MLL CXXC-DNA inh: MLL CXXC-DNA interaction inhibition; MLL-CXXC / FITC-HOXA9 DNA fluorescence polarization; Potency, µM (series often up to 115 µM), without a hit: at the highest dose activity change, negative = inhibition, most hits filed as inhibitors; hit rate 0.037% among 290,000; AID 2662; active means well fitted inhibition curve with a large enough effect in the polarisation, with a control signal flat, not every such curve was filed as active; inconclusive means small, poorly fitted or top-dose-only effect, or effect the other way, or a change in a side signal; inactive means no such curve, though single readings can be large or run the other way; the % refers to the polarisation; further: potency means the concentration at half of the fitted maximal effect
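Fluorescence polarization: 7 uM MLL-CXXC (stock) preincubated 5 min with compounds, then 50 nM fluorescein-HOX-A9 DNA (stock) added; 30 min ambient. Buffer 50 mM Tris-HCl pH 7.5, 50 mM NaCl, 1 mM DTT, 0.05% BSA.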
Coupling enz: inhibits coupling enzyme system, counter-screen for aldolase hits | activity change, negative = inhibition, % at 58.2 µM, hits read low | coupling enzyme system counterscreen, AmpLite Red fluorescence | hit rate 0.67% among 290,000; in the data active means activity change below about -30%; further: on the % scale 0 is the no-effect control and ±100 the full control effect
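Coupling enzymes only (glyceraldehyde-3-phosphate) + compound, at 57.5 uM final, 10 min RT; add substrate/coupling/AmpLite Red mix, 20 min RT; fluorescence ex 525/em 598 nm. Actives flag coupling-system interference.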
TRPV1 agonist: agonists of human vanilloid receptor 1 (TRPV1) | activation, % at 8.33 µM | hit rate 0.19% among 320,000 | AID 540275 | TRPV1-expressing cells, Fluo-8 calcium influx, agonist mode | Q8NER1; in the data active means activation above about 80%; inconclusive means between about 30% and that limit; further: 0% is about no effect
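Cells expressing TRPV1 were dye-loaded with Fluo-8 and read kinetically: 10 s baseline, 3 min after compound (agonist portion), then 2 min after EC20 capsaicin (allosteric enhancer portion). Calcium-bound dye fluorescence at 480/520 nm.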
Integrin act MD: activates integrin-mediated alleviation for muscular dystrophy; alpha7betagal myoblasts, beta-gal FDG fluorescence, 48 h; Potency, µM (top dose mostly 38.3 µM), for inactives: at the highest dose activation, usual class: activators; hit rate 0.064% among 350,000;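 further: potency means the concentration at half of the fitted maximal effect; 100% = response of the positive control SU9516; nearly all actives have a fitted effect of over 60% in size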
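Alpha7betagal+/- myoblasts (passage 13) were plated 16-24 hr, then exposed to compounds (1:260 dilution of DMSO stock) for 48 hours at 37C. After MPER lysis, β-galactosidase reporter activity was read as FDG fluorescence (ex 480/em 540) after 30 minutes.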
ASM inhibitor: blocks human secretory acid sphingomyelinase; Potency, µM (highest dose often 57.5 µM), inactives show at the top dose activity change, negative = inhibition, most hits filed as inhibitors; P17405; AID 504937; hit rate 0.006% among 340,000; placental ASM, HMU-PC fluorogenic substrate, 60 min; further: potency means the concentration at half of the fitted maximal effect
Target sequence (P17405 47-631 limits assumed): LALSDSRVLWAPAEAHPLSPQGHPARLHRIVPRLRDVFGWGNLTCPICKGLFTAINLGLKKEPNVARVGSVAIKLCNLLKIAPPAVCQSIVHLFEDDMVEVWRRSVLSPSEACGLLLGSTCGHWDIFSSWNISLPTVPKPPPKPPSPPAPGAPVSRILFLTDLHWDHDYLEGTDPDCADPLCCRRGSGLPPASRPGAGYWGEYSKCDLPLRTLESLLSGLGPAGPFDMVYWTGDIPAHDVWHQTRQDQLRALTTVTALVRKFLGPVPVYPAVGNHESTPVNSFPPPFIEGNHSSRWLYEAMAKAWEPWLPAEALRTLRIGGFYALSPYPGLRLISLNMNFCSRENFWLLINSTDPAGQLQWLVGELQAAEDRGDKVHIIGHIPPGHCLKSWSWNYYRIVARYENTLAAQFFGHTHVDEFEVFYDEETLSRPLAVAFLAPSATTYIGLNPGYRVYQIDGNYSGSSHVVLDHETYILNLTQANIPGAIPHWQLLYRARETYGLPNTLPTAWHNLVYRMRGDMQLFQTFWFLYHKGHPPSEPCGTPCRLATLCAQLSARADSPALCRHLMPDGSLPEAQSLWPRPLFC
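Fluorescence read-out (Ex 386 nm, Em 447 nm) after stopping the reaction at pH 10. Enzyme: ASM from human placenta; substrate HMU-PC0, 9 uM final; 60 min, 37 °C. Compound preincubation 10 min, ambient temperature.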
KCNH2 3.1 inh: inhibitors of human KCNH2 3.1 potassium channel isoform; U2OS KCNH2 3.1, thallium flux FluxOr; stronger effect = lower value; activity change, % (tested at about 1.8 µM); hit rate 0.95% among 340,000; AID 720553;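 active means maximum activity change below -70%; inconclusive means maximum activity change from -70% to -50%; inactive means maximum activity change above -50%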;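 further: thallium influx rate constant from kinetic fluorescence after stimulation buffer; on the % scale 0 is the no-effect control and ±100 the full control effect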
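Measured as rate of thallium-driven FluxOr signal in transduced U2OS cells carrying the 3.1 channel, read kinetically for 2 min upon stimulation; values are rate constants scaled to DMSO control wells.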
Active calls of the source: *; i = inactive; ? = inconclusive; · = not tested or not shown; [ ] = remark or other dose. Unless noted, the call rests on the fitted dose curve; in most records, active means well fitted curve in the direction sought with a large enough effect; inconclusive means small, poorly fitted or top-dose-only effect, or another doubt; inactive means no such curve, though single readings can be large; an effect the other way counts as inactive or inconclusive. Rows were taken by chance, and some 2% of all compounds hit somewhere here.

SMILES | MBNL1 CUG block | GALK inh | AT treatment | KCNH2 WT inh | MLL CXXC-DNA inh | Coupling enz | TRPV1 agonist | Integrin act MD | ASM inhibitor | KCNH2 3.1 inh
COc1ccccc1OCCC(=O)O | -1% | 1% | 4% | -5 | -3% | 3 | -3 | -2% | -2% | 1
O=C(O)COc1ccccc1/C=N/NC(=O)CSc1nnc(SCc2cccc3ccccc23)s1 | 2% | · | 11% | 5 | ? | 36 | -5 | 0% | -1% | 11
Cc1ccc2c(c1)c(N=O)c(O)n2Cc1ccc(Cl)cc1 | 8% | 3% | 4% | i | -4% | 3 | 0 | · | -6% | -6
Cc1onc(-c2ccccc2Cl)c1C(=O)N1CCN(c2cccc(Cl)c2)CC1 | -3% | 2% | -10% | 1 | -11% | 0 | 19 | 0% | -12% | 12
CN1/C(=C\C=Nc2ccc3ccccc3c2)C(C)(C)c2ccccc21 | 6% | -2% | 1% | · | 46%[activator] | -7 | 15 | · | · | ·
COCCn1c(SCC(=O)N2CC(=O)Nc3ccccc32)nc2ccccc2c1=O | -18% | 1% | 6% | · | 4% | 4 | -8 | -24% | -1% | 0
O=C(CCNC(=O)c1ccccc1Cl)Nc1cccc(C(F)(F)F)c1 | · | -1% | 10% | 4 | 7% | -1 | 7 | -9% | 2% | 6
O=C(NCc1ccccn1)c1cccc(NS(=O)(=O)c2ccccc2F)c1 | -12% | 2% | · | 1 | -4% | 1 | 3 | 7% | -1% | 2
CN(C(=O)c1cc(S(=O)(=O)N2CCc3ccccc32)cn1C)C1CCCCC1 | -2% | · | -5% | -8 | · | 0 | 10 | 16% | 3% | 2
CCN(CC)CCCOc1ccc(Cl)c(Cl)c1 | -23% | 4% | 2% | 1 | 11% | 0 | 2 | -55%[inhibitor] | 1% | -15
CCCc1cc(=O)n2[nH]cc(-c3ccc(Cl)cc3)c2n1 | 8% | 6% | 16% | -1 | -28% | 1 | 2 | -22% | 0% | 1
O=C(CN1C(=O)CSC1=O)Nc1ccc(N2CCOCC2)cc1 | 5% | -5% | 3% | 29 | 4% | -16 | 1 | 4% | 1% | ·
COc1cc(/C=N/NC(=O)c2csc3c2CCCC3)ccc1OCCN1CCOCC1 | ? | -3% | 8% | 23 | 26% | · | 1 | 0% | -6% | 10
Cc1ccc(C2=CSC3=NS(=O)(=O)CCN23)cc1C | 0% | 0% | -1% | 1 | -8% | 3 | -1 | -3% | -5% | 6
Cc1ccc(SCC(=O)NCCc2ccc(F)cc2)cc1 | -4% | 0% | 9% | -15 | 3% | 2 | 21 | 40% | 2% | 13
Cc1cc(C)cc(N(CCC#N)C(=O)COC(=O)Cn2[nH]c(=O)c3ccccc3c2=O)c1 | · | · | -19% | 3 | · | · | · | -18% | -1% | -3
CC(=O)CCC1CC(c2ccc(Cl)cc2)=NO1 (configuration not stated) | · | · | 4% | -5 | · | · | 14 | 22% | -4% | -9
O=C(NCc1ccccn1)c1n[nH]c2ccccc12 | 5% | -1% | 6% | -4 | 0% | 0 | 3 | -10% | 1% | 7
COC(=O)c1cnc(SCC(=O)c2ccccc2)n1C | 1% | 8% | -10% | 6 | 6% | 5 | 8 | 12% | 1% | 2
CC(C)NC(=O)c1ccccc1NC(=O)CN(c1ccc2c(c1)OCO2)S(C)(=O)=O | 8% | 0% | -2% | 5 | -2% | 0 | -1 | -8% | 4% | 17
Cc1nnsc1Sc1ccccc1 | -5% | 2% | 7% | i | -4% | -4 | 7 | 1% | -2% | -3
O=C(OC1CCCCC1=O)c1cccc(S(=O)(=O)NCc2ccccc2)c1 (configuration not stated) | 0% | 2% | -3% | 11 | -6% | -1 | -2 | -20% | 0% | 3
O=S(=O)(c1ccc(Oc2ncnc3scc(-c4ccccc4)c23)cc1)N1CCOCC1 | 22% | 5% | 1% | -1 | 5% | 2 | 11 | 21% | 0% | -7
C[C@H]1COC(=O)[C@H](Cc2ccc(F)cc2)C/C=C\C[C@H](CC(=O)N(CCO)Cc2ccccc2)C(=O)N1 | · | · | 4% | -6 | · | · | · | -23% | 1% | -11
O=C(O)CCC(=O)OC1CC2CCC1C2 (configuration not stated) | -4% | 4% | 0% | 20 | -5% | 2 | 8 | 4% | -1% | -10
CCOC(=O)C1CCCN(C(=O)c2cc3cc(OC)c(OC)cc3[nH]2)C1 (configuration not stated) | 1% | 0% | -4% | -5 | ? | 1 | 2 | -19% | 1% | 2
COc1ccc(CCN2CC(C(=O)NCc3nc(C)c(C)s3)CCC2=O)cc1 (configuration not stated) | 2% | -3% | -4% | -2 | -6% | 0 | -8 | -13% | -3% | -3
COc1ccc(OC)c(NC(=O)C(C)OC(=O)c2cc3ccccc3[nH]2)c1 (configuration not stated) | · | · | · | 1 | · | · | · | ? | -16% | -3
O=[N+]([O-])c1ccc(NC(=S)N2CCN(c3ccc(F)cc3)CC2)cc1 | 3% | 2% | 1% | -20 | 14% | 1 | 12 | 12% | ? | -17
CC(Sc1n[nH]c(N)n1)C(=O)C12CC3CC(CC(C3)C1)C2 (configuration not stated) | -6% | 0% | -1% | -6 | 1% | 4 | -2 | 7% | 4% | -5
COc1cccc(NC(=O)CN(C)C(=O)C(Sc2ccccc2)c2ccccc2)c1 (configuration not stated) | · | · | 2% | -5 | · | · | -7 | -5% | -5% | 7
N/C(Cc1cccs1)=N\OC(=O)COc1ccc(Cl)cc1Cl | -1% | 0% | 12% | -4 | 2% | 2 | 22 | 1% | -3% | -8
O=C(NCCC1=CCCCC1)c1ccc2c(c1)N(Cc1ccccc1)C(=O)CS2 | -12% | 0% | 0% | -2 | -2% | 1 | 2 | -8%[7.66 µM] | -4% | -15
COc1ccc(N(CC(=O)Nc2cc(C)ccc2C)S(=O)(=O)c2c(C)noc2C)cc1 | 0% | -5% | 11% | 8 | 5% | · | 2 | -18% | -1% | 5
CCOC(=O)c1nn(-c2ccc(Cl)cc2)c2nc(Nc3ccccc3)cc(=O)n12 | -4% | 4% | 0% | -3 | -5% | 5 | 1 | 3% | -10% | -2
O=C(N=C1SC2CS(=O)(=O)CC2N1c1ccccc1)C1CC1 (configuration not stated) | -5% | 8% | -3% | -15 | -1% | · | 0 | 0% | 6% | 2
Cc1ccc(NC(=O)C(C)N2CCCC2)cc1Cl (configuration not stated) | -1% | 0% | -4% | i | 0% | -2 | -3 | 16% | 2% | 15
CC(C)n1c(SCc2ccc(Cl)cc2)nc2c1c(=O)[nH]c(=O)n2C | -7% | 3% | 6% | 2 | 15% | 3 | -1 | ? | 0% | -45
Cc1ccc2c(c1)N(CC(=O)Nc1nccs1)C(=O)CO2 | · | · | -1% | -2 | · | · | -1 | 31% | 1% | -11
CCn1c(=O)cc(SCC(=O)N2CCN(C)CC2)c2ccccc21 | 2% | -3% | 0% | -3 | 14% | 3 | -2 | 22% | 2% | 31
COc1ccc(NC(=O)c2cc(S(=O)(=O)N3CCOCC3)ccc2N2CCOCC2)cc1 | 6% | -1% | -2% | -8 | -7% | · | -2 | ? | 1% | 10

Compounds listed so far that have an NH in an aromatic ring:
SMILES | MBNL1 CUG block | GALK inh | AT treatment | KCNH2 WT inh | MLL CXXC-DNA inh | Coupling enz | TRPV1 agonist | Integrin act MD | ASM inhibitor | KCNH2 3.1 inh
CCCc1cc(=O)n2[nH]cc(-c3ccc(Cl)cc3)c2n1 | 8% | 6% | 16% | -1 | -28% | 1 | 2 | -22% | 0% | 1
Cc1cc(C)cc(N(CCC#N)C(=O)COC(=O)Cn2[nH]c(=O)c3ccccc3c2=O)c1 | · | · | -19% | 3 | · | · | · | -18% | -1% | -3
O=C(NCc1ccccn1)c1n[nH]c2ccccc12 | 5% | -1% | 6% | -4 | 0% | 0 | 3 | -10% | 1% | 7
CCOC(=O)C1CCCN(C(=O)c2cc3cc(OC)c(OC)cc3[nH]2)C1 (configuration not stated) | 1% | 0% | -4% | -5 | ? | 1 | 2 | -19% | 1% | 2
COc1ccc(OC)c(NC(=O)C(C)OC(=O)c2cc3ccccc3[nH]2)c1 (configuration not stated) | · | · | · | 1 | · | · | · | ? | -16% | -3
CC(Sc1n[nH]c(N)n1)C(=O)C12CC3CC(CC(C3)C1)C2 (configuration not stated) | -6% | 0% | -1% | -6 | 1% | 4 | -2 | 7% | 4% | -5
CC(C)n1c(SCc2ccc(Cl)cc2)nc2c1c(=O)[nH]c(=O)n2C | -7% | 3% | 6% | 2 | 15% | 3 | -1 | ? | 0% | -45
